From PubChem
TcdB inh = TcdB glycohydrolase inhibition. P18177. TcdB glycohydrolase enzymatic assay, plate reader. inhibition, % at 9.99 µM. 0.24% of 350,000 active; in the data active = inhibition above about 10%
Y pestis TopoI = Y. pestis Topo-I inhibition via cleavage products; activity, % at 10 µM; 0.064% of 360,000 active; Y. pestis Topo-I cleavage product accumulation, plate reader; in the data active = activity above about 50%, passing the limit was not always enough; inconclusive = no clear call, values can overlap the other calls; note: inactives centre near 2
BoNT-A LC inh2 = blocks Botulinum neurotoxin A light chain protease | inhibition, % at 10 µM | 0.17% of 360,000 active | multiplex microsphere protease substrate cleavage, flow cytometry; note: plate controls were buffer without enzyme for full effect and enzyme alone for no effect
PfHsp40 rescue = rescue of PfHsp40-mediated yeast toxicity. growth rescue, % at 12.5 µM. 0.68% of 340,000 active. S. cerevisiae expressing PfHsp40, growth rescue, ATP luminescence; in the data active = growth rescue above about 28%, passing the limit was not always enough; inconclusive = no clear call, values can overlap the other calls;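 note: yeast W303a lacking pdr1 and pdr3 grown in galactose medium; growth measured after three days at 30 °C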
PrPC surface inh = reduces human prion protein on the cell surface. cell surface PrPC, TR-FRET read-out. inhibition, % at 13.8 µM. AID 720596. P04156. 0.43% of 370,000 active; in the data active = inhibition above about 24%; note: 0% = median of the test wells and 100% = reference compound wells
SSB-PriA inh = K. pneumoniae PriA-SSBct interaction inhibition; AlphaScreen SSBct-PriA binding, biotinylated peptide; inhibition, % at 33 µM; 0.6% of 430,000 active; AID 1272365; in the data active = inhibition mostly above about 37%, no sharp cut-off; inactive = mostly below about 20%;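 note: plate controls were negative control peptide for no effect and reference peptide for full effect; strong numbers were not always called active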
SARS 3CLpro inh = SARS-CoV 3CLpro protease inhibition; P0C6X7; recombinant SARS-CoV 3CLpro, quenched FRET peptide cleavage; inhibition, % at 6 µM; 0.14% of 290,000 active; in the data active = inhibition above about 12%
Anthrax LF inh2 = blocks Bacillus anthracis lethal factor protease; multiplex microsphere protease cleavage assay, LF; inhibition, % at 10 µM; 0.12% of 360,000 active; AID 588501; note: plate controls were buffer without enzyme for full effect and enzyme alone for no effect
Target sequence (P15917 whole entry, looked up): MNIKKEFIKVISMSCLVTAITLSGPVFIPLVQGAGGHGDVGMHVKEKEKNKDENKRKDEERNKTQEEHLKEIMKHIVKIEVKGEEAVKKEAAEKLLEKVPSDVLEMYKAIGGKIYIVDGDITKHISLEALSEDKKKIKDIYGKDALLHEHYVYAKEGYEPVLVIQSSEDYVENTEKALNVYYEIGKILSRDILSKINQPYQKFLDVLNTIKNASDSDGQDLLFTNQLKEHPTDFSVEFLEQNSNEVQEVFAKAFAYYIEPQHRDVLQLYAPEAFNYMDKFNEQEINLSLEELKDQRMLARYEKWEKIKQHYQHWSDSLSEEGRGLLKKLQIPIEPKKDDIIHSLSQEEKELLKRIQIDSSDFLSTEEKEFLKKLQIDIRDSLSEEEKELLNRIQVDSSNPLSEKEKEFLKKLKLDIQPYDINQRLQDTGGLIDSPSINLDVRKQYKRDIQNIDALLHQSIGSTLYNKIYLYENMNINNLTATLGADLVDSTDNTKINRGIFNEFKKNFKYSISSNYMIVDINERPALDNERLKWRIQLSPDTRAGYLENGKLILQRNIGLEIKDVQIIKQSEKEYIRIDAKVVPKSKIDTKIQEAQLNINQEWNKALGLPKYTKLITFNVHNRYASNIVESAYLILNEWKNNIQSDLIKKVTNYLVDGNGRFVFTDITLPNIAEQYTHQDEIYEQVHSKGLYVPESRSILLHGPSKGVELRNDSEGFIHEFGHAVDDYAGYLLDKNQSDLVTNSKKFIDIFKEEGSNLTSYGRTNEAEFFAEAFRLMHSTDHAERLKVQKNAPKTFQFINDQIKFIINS
Vc quorum ag = inducers of Vibrio cholerae quorum light production without autoinducers | V. cholerae BH1578 lux reporter, luminescence, 6 h | activation, % at 18.7 µM | 0.16% of 350,000 active | AID 588436; in the data active = activation mostly above about 9.7%, no sharp cut-off; inconclusive = no clear call, values can overlap the other calls; inactive = mostly below about 3.7%; note: not every result past the cut was called active; inactives centre near 0; reference of the scale not given here
Active calls of the source: *; i = inactive; ? = inconclusive; . = no result given; & = joins results of further samples. Cut-off read from the data, not from the text of the source, unless noted: active = inhibition above about 30%; inconclusive = no clear call, values can overlap the other calls; inactive = below that.

smiles,BoNT-A LC inh2,TcdB inh,SSB-PriA inh,Y pestis TopoI,Anthrax LF inh2,PfHsp40 rescue,Vc quorum ag,PrPC surface inh,SARS 3CLpro inh
CN1CCN(S(=O)(=O)c2ccc(NC(=O)c3ccc(Br)s3)cc2)CC1,0.3,.,-1.3,-0.1,5.2,1.3,i,0.5,2.5
Cc1ccc(C)c(C(=O)CN2C(=O)NC3(CCC(C)CC3)C2=O)c1 (stereo unspecified),0.6,.,0.6,0.8,-3.8,0.9,i,4.4,2.2
COc1ccc([C@H]2CC(=O)C=C(c3cccc(CO)c3)C2)cc1,-0.3,1.2,11.1,10.9,-0.3,1.4,i,-20.0,.
N#CC1(C#N)C(c2ccccc2)OC23CCCCCC2C1(C#N)C(=N)O3 (stereo unspecified),-4.6,.,1.9,-2.3,-10.9,-0.8,i,-0.9,2.0
O=C(NC1CCCc2ccccc21)c1cc(F)cc(F)c1 (stereo unspecified),-1.7,2.2,-15.0,3.3,-1.6,-0.3,i,2.1,3.2
CCCn1c(SCC(=O)Nc2ccc(Cl)cc2)n[nH]c1=O,-0.9,2.7,0.5,-10.7,-5.5,-1.2,i,15.9,3.5
CC1CCC(NC(=O)c2ccc3snnc3c2)CC1 (stereo unspecified),-2.2,1.4,-31.9,8.8,-3.4,-1.0,-0.2,1.4,-0.5
Cc1ccc(S(=O)(=O)NC(=O)Nc2ccc(C)cc2C)cc1,-1.6,1.4,-16.8,-7.2,-1.9,-1.9,-7.7,-6.1,-7.8
CC(=O)[C@@]1(O)CC[C@H]2[C@@H]3C[C@H](C)C4=CC(=O)C=C[C@]4(C)[C@@]3(F)[C@@H](O)C[C@@]21C,-1.9,1.7,-11.3,-0.6,-6.6,-0.6,0.7,12.8,-4.7
CCN1C(=O)Cc2cc(S(=O)(=O)NCCc3ccccc3)ccc21,0.2,0.5,1.3,-0.1,-1.9,12.0,-0.3,-6.1,5.1
COc1ccc(NC(=O)COc2coc(CN3CCN(c4ccccc4)CC3)cc2=O)cc1,1.2,2.5,-2.6,6.5,5.6,-0.5,i,-1.3,.
COc1ccccc1NS(=O)(=O)c1ccc(NC(C)=O)cc1,1.4,.,-8.9,10.2,-5.1,0.4,i,7.2,-5.2
O=Cc1ccc(-n2cccn2)cc1,-1.7,3.0,12.7,3.6,-5.6,-1.2,i,-0.8,5.7
O=C(CN(c1ccccc1)S(=O)(=O)c1ccccc1)Nc1ccc(F)cc1,4.7,-0.7,9.0,-5.1,19.8,-2.2,-0.4,-1.5,2.9
COc1ccc(C2C(C(=O)N3CCN(c4ccccc4)CC3)c3ccccc3C(=O)N2C)cc1 (stereo unspecified),-1.4,.,1.5,-1.0,-1.8,0.1,-0.1,-4.7,-7.8
CC(C)C[C@H](NC(=O)OC(C)(C)C)c1nnc(SCc2ccccc2)o1,?,.,-25.4,25.9,?,4.8,.,9.8,4.5
CC(=O)C[C@@H](O)CC(=O)[C@@H]1OC(=O)[C@H](C)C/C=C\Cc2ccccc21,-0.1,1.1,-6.7,1.8,3.9,3.3,i,-3.2,.
COc1ccc(C(CNC(=O)CCNS(=O)(=O)c2ccc(Br)cc2)N2CCOCC2)cc1 (stereo unspecified),0.1,-0.2,-1.2,16.9,-10.0,0.5,i,-4.0,.
CCOC(=O)C(=CNc1ccc2c(c1)nnn2-c1ccc(Cl)cc1)C(=O)OCC,1.1,.,-3.0,-0.5,-0.3,-0.5,-1.5,-4.8,1.0
O=C(/C=C/c1cccc([N+](=O)[O-])c1)OC1CCCCC1=O (stereo unspecified),-0.1,0.6,-17.4,5.1,0.5,-1.2,i,2.9,2.2
COC(=O)c1sc2nc(CN3CCN(c4cccc(C(F)(F)F)c4)CC3)[nH]c(=O)c2c1C,0.2,0.8,-2.3,-5.7,-1.8,0.3,-0.3,0.7,-4.9
CCn1c(SCC(=O)Nc2nccs2)nnc1-c1ccccc1,0.1,.,0.2,-5.1,-0.6,0.7,13.3,2.6,2.3
CN1CCN(c2nc3cc(N4CCOCC4)ccc3s2)CC1,0.0,1.0,.,6.6,-2.8,.,0.4,-2.1,.
CCOC(=O)c1c(C(C#N)C#N)cc(C)nc1C,1.0,.,-7.9,-3.4,-6.5,-1.9,-0.3,5.7,0.3
O=C(Nc1ccc2c(c1)CCC2)Nc1ccccc1F,-2.1,0.2,7.1,11.0,-2.4,0.3,-0.3,4.7,2.6
CCOC(=O)c1sc(N)nc1-c1ccccc1,0.0,2.6,15.0&-6.5,1.5,1.1,94.4*,-0.2,-6.5,-0.7
CC(=O)c1cccc(CN2CCN(CC=C(C)C)C(CCO)C2)c1 (stereo unspecified),-1.2,1.2,-3.8,1.5,-6.8,0.3,-0.3,-3.5,3.6
Cn1nnnc1Sc1ncnc2scc(-c3cccc(F)c3)c12,0.2,1.1,-1.5,-4.3,0.9,0.0,-11.1,1.3,.
O=C1/C(=C\c2ccc3ccccc3c2)CCCc2ccccc21,0.5,.,-6.7,20.8,0.8,3.1,-0.3,4.7,1.2
COc1ccc(OCc2nnc(SCC(=O)Nc3ccccc3F)o2)cc1,0.5,-1.7,0.9,9.4,-1.7,-0.9,-0.3,0.2,-3.0
Nc1nc2c(s1)COc1ccccc1-2,-0.8,-0.4,0.6,-3.4,-11.6,-1.4,0.7,-1.6,2.5
O=C1NC2(CCSC2)C(=O)N1CC(=O)N(Cc1ccccc1)C1CCS(=O)(=O)C1 (stereo unspecified),-0.8,0.2,-3.2,5.7,-4.4,-0.1,i,0.1,-4.3
c1ccc(-c2ccnc3ncnn23)nc1,-0.1,.,-7.6,-1.6,1.4,-0.4,-0.2,-1.4,2.1
CC(C)(C)c1nc(CN2CCCCC2)cc(CN2CCCCC2)c1O,-0.2,.,3.5,-0.4,-6.2,-0.1,i,-1.2,3.1
Cc1sc(NC(=O)c2ccc(=O)n(C)n2)nc1-c1ccccc1,0.4,-5.4,-0.2,5.3,-2.7,-0.6,-0.1,10.3,6.3
CCC(=O)Nc1cccc(NC(=S)NC(=O)c2ccc(Cl)cc2)c1,0.4,.,-3.3,12.2,0.0,0.0,i,5.7,-1.6
CCCSc1nnc(NC(=O)Nc2ccccc2)s1,-1.1,3.6,-9.0,-1.6,-2.5,-0.4,-1.4,4.9,7.5
CN(C)S(=O)(=O)N1CCc2ccc(NC(=O)C3CCCO3)cc2C1 (stereo unspecified),-1.0,1.7,-4.7,-1.6,-0.3,2.1,i,-3.2,-4.1
COC(=O)c1ccc(COC(=O)c2c(C)nn(Cc3ccccc3Cl)c2Cl)o1,0.1,.,-23.7,24.9,-1.2,-1.2,-0.5,-1.9,0.4
COc1cc2[nH]c(C(=O)Nc3ccc4c(c3)OCCO4)cc2c(OC)c1OC,1.0,0.7,14.0,-6.7,1.8,2.9,-0.3,7.2,-6.2
CCOC(=O)C1CCCN(C(=S)Nc2ccc(S(=O)(=O)N3CCOCC3)cc2)C1 (stereo unspecified),-0.2,2.0,-3.0,1.2,-6.0,0.9,i,10.7,.
CC(=O)C1=C(C)NC(=O)NC1c1cccc(O)c1 (stereo unspecified),-0.7,.,0.3,-4.7,-9.2,0.0,-0.3,1.0,0.9
Cc1ccc2[nH]c3c(=O)n(CC(=O)NCCc4ccc(Cl)cc4)ncc3c2c1,0.2,0.8,-1.5,3.6,4.7,-0.9,i,1.2,-2.9
Cc1c(OC(C)C(=O)NCCN2CCOCC2)ccc2c3c(c(=O)oc12)CCCC3 (stereo unspecified),0.4,1.0,-5.3,1.1,1.9,-0.6,-0.6,-8.3,-3.9
CN(CC(=O)Nc1cccc(F)c1)C(=O)c1cc(S(=O)(=O)N(C)C)ccc1N1CCCC1,-2.9,0.7,-0.9,4.9,-2.1,2.4,i,-3.8,5.8
COc1ccc(N2CCN(S(=O)(=O)c3cccs3)CC2)cc1,-0.8,.,-9.7,-7.6,-1.8,1.0,-0.3,-5.3,2.9
COc1ccc(CCNC(=O)CCNS(=O)(=O)c2cccc3nsnc23)cc1OC,0.6,.,-22.1,7.9,-8.2,-0.9,0.1,-37.0,1.1
Cc1ccc(COc2ccsc2C(=O)O)cc1,-0.6,1.1,5.2,3.1,-0.5,-0.4,-0.2,-2.0,-4.5
Cc1cccc(N2C(=O)C3C4C=CC(C5CC45)C3C2=O)n1 (stereo unspecified),0.7,1.8,-0.4,7.4,5.4,-1.5,-2.0,-5.1,-2.3
CCOC(=O)C1C(c2ccc(O)c(O)c2)NC(=S)NC1(O)C(F)(F)F (stereo unspecified),0.3,-18.7,-18.4,-1.6,3.1,-0.2,0.9,2.1,-1.1

Additional records follow.
smiles,BoNT-A LC inh2,TcdB inh,SSB-PriA inh,Y pestis TopoI,Anthrax LF inh2,PfHsp40 rescue,Vc quorum ag,PrPC surface inh,SARS 3CLpro inh
COc1ccc(NC2CCCN(C(=O)CCc3cccc(F)c3)C2)cc1 (stereo unspecified),-0.5,1.0,12.7,-3.8,0.4,-0.6,0.0,0.4,-1.2
Cc1ccc2oc(=O)c3cnn(CC(=O)NC4CCN(Cc5ccccc5)CC4)c3c2c1,0.6,2.1,-19.9,1.1,-3.3,-0.3,-0.2,-2.0,-2.9
O=S(=O)(c1ccccc1)N1CCNCC1,-1.7,1.2,-3.0&-3.1,2.8,-0.5,-0.2,-0.8,6.4,.
O=C(Nc1ccc2oc(=O)ccc2c1)c1ccc(-c2cccc([N+](=O)[O-])c2)o1,0.4,-9.9,-0.9,-4.1,0.8,.,-2.6,13.6,-7.7
O=C(CSc1nnc(CNC(=O)c2c(F)cccc2Cl)o1)NCc1ccc2c(c1)OCO2,0.2,.,-1.6,-7.2,-6.0,-0.5,-2.0,8.0,5.4
CCCN1CCC(N2CCN(c3ccc([N+](=O)[O-])cc3)CC2)CC1,-2.1,1.3,-14.2,-5.9,-2.6,-0.9,0.7,-0.1,-0.9

Pulled by compound from the entries so far (3):
smiles,BoNT-A LC inh2,TcdB inh,SSB-PriA inh,Y pestis TopoI,Anthrax LF inh2,PfHsp40 rescue,Vc quorum ag,PrPC surface inh,SARS 3CLpro inh
COc1ccccc1NS(=O)(=O)c1ccc(NC(C)=O)cc1,1.4,.,-8.9,10.2,-5.1,0.4,i,7.2,-5.2
O=Cc1ccc(-n2cccn2)cc1,-1.7,3.0,12.7,3.6,-5.6,-1.2,i,-0.8,5.7
COc1ccc(C(CNC(=O)CCNS(=O)(=O)c2ccc(Br)cc2)N2CCOCC2)cc1 (stereo unspecified),0.1,-0.2,-1.2,16.9,-10.0,0.5,i,-4.0,.

Some of the compounds tested; the hit share may differ from the screen's.
